Bioassay records (PubChem BioAssay)
OX1R antag-1: blocks the human orexin 1 receptor. O43613. OX1R-expressing cells, FRET antagonist read-out. inhibition, % at 6.6 µM. hit rate 1.8% among 330,000. AID 485270; in the data active = inhibition mostly above about 38%, no sharp cut-off; inactive = mostly below about 40%;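 note: 0% = agonist challenge alone and 100% = reference antagonist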
Target sequence (O43613 whole entry, looked up): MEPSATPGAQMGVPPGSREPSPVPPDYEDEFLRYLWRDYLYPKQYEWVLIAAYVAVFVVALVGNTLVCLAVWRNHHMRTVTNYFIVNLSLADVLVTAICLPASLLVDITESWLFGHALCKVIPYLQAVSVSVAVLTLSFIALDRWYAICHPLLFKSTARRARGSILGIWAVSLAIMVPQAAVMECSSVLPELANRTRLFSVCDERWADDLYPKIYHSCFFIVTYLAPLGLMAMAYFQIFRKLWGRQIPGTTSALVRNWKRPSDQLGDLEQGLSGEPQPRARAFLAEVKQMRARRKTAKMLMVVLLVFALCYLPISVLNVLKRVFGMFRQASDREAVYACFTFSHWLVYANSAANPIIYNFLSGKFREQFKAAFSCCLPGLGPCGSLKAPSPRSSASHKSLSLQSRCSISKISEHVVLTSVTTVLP
OX1R antag-2: antagonists of human orexin 1 receptor; O43613; CHO/OX1R cells, Fluo-8 calcium fluorescence, orexin A; inhibition, % at 5 µM; hit rate 0.43% among 330,000; AID 434989;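 active = inhibition above its plate's threshold, mean inhibition of all tested compounds on the plate plus 3 SD, cut at about 37% in these data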;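 note: 0% = orexin A challenge wells and 100% = SB-334867-A antagonist wells; not every result past the cut was called active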
STK33 inh: human STK33 kinase inhibition; Q9BYT3; purified STK33, MBP phosphorylation, ADP-Glo luminescence; inhibition, % at 10 µM; hit rate 0.073% among 320,000; AID 2661;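 active = inhibition at or above 25%, using the most active replicate where run in duplicate; inactive = inhibition below 25%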
Target sequence (Q9BYT3 whole entry, looked up): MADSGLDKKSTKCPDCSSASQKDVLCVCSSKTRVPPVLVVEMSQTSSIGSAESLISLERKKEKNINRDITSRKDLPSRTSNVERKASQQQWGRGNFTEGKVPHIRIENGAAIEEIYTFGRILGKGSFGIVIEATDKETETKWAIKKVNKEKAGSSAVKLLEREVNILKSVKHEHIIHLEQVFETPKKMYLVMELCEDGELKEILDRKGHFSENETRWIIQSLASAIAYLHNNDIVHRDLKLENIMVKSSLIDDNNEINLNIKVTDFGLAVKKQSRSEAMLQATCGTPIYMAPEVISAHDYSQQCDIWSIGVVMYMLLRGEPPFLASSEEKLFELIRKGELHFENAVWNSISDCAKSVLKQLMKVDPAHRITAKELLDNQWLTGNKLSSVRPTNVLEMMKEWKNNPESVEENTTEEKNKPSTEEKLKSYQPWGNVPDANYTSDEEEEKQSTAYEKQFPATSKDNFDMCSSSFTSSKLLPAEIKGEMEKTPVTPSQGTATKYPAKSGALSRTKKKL
Starred values were filed as active, the others as inactive.

1: C[C@H]1CC[C@@]2(O[C@H](CCO)C[C@@H](O)[C@@H]2O)O1
2: CN(CCc1cnn(C)c1)Cc1cn(C)nc1-c1ccc2c(c1)OCCO2
3: CCCn1nc(C(=O)OCC(=O)c2c(N)n(C)c(=O)n(C)c2=O)c2ccccc2c1=O
4: Cc1csc(SCC(=O)NC(C)C2CC3CCC2C3)n1 (stereo not given)
5: COc1cccc(CC(=O)Nc2nc(-c3ccc(OC)c(OC)c3)cs2)c1
6: Cc1csc(SC(C)c2nc3scc(-c4ccccc4)c3c(=O)[nH]2)n1 (stereo not given)
7: COc1ccc(S(=O)(=O)NC(C)C(=O)NCc2cccnc2)cc1OC (stereo not given)
8: Cc1ccc(Cn2c(=N)c(C(=O)NCc3ccco3)cc3c(=O)n4ccccc4nc32)cc1
compound no. | 1 | 2 | 3 | 4 | 5 | 6 | 7 | 8
OX1R antag-1 | 13 | 8 | 25 | 15 | 11 | 25 | 18 | 29
OX1R antag-2 | -8 | -9 | -28 | -40 | -5 | -24 | -10 | -14
STK33 inh | -2.2 | -0.5 | 1.3 | 0.2 | 0.3 | 2.1 | -2.1 | -0.1

9: Clc1ccccc1-c1nn2c(-c3ccncc3)nnc2s1
10: O=C(NCCc1ccccc1)c1cc([N+](=O)[O-])ccc1N1CCOCC1
11: Cc1ccc(S(=O)(=O)Nc2ccccc2/C=N/c2nc3ccccc3n2C(C)C)cc1
12: CCN(c1ccc(NC(=O)COC(=O)c2ccc([N+](=O)[O-])o2)cc1)C(C)C
13: Cc1csc(NC(=O)CSc2nc3ccccc3c(=O)[nH]2)n1
14: OCCC1CN(C2CCC2)CCN1Cc1ccc(F)c(F)c1 (stereo not given)
15: COc1cc(N)c(Cl)cc1NC(=O)c1ccccc1
16: CC(=O)N1CCCc2cc(S(=O)(=O)N3CCCC(C(=O)N4CCN(c5cccc(Cl)c5)CC4)C3)ccc21 (stereo not given)
compound no. | 9 | 10 | 11 | 12 | 13 | 14 | 15 | 16
OX1R antag-1 | 28 | 25 | -2 | 10 | 25 | 6 | 6 | 40*
OX1R antag-2 | -21 | -13 | 1 | -22 | -26 | -13 | -21 | 73*
STK33 inh | 1.2 | -1.3 | -1.9 | -1.9 | 0.8 | -0.3 | -0.9 | -1.3

17: Cc1ccc(S(=O)(=O)N(C)CCCC(=O)Nc2cccc3ccccc23)cc1
18: O=C(NCCCN1CCOCC1)c1ccc(Cl)cc1Cl
19: CC(=O)Nc1sc(NC(=O)c2ccc(C)cc2)nc1-c1cccs1
20: O=C(NNC(=O)c1ccccc1Cl)c1ccco1
21: C/C(CC(=O)Nc1cc(C)cc(C)c1)=N\NC(=O)c1ccccn1
22: CCCNCC(O)Cn1c2ccccc2n2c(=O)cc(C)c(C#N)c12 (stereo not given)
23: Clc1ccc(SCCN2CCNCC2)cc1
24: COc1ccc(-c2csc(NC(=O)COC(=O)c3ccco3)n2)cc1
compound no. | 17 | 18 | 19 | 20 | 21 | 22 | 23 | 24
OX1R antag-1 | 24 | 8 | 13 | -5 | 8 | 13 | 7 | 15
OX1R antag-2 | 11 | -13 | -25 | -4 | 5 | -6 | -13 | -15
STK33 inh | 3.3 | -0.9 | -3.2 | -0.7 | 1.2 | 2.6 | 2.0 | 0.4

Arranged by the number under OX1R antag-2 (low to high): some entries from above
24: COc1ccc(-c2csc(NC(=O)COC(=O)c3ccco3)n2)cc1
20: O=C(NNC(=O)c1ccccc1Cl)c1ccco1
17: Cc1ccc(S(=O)(=O)N(C)CCCC(=O)Nc2cccc3ccccc23)cc1
compound no. | 24 | 20 | 17
OX1R antag-1 | 15 | -5 | 24
OX1R antag-2 | -15 | -4 | 11
STK33 inh | 0.4 | -0.7 | 3.3

Back to the main list with the 4 entries that preceded the break.
21: C/C(CC(=O)Nc1cc(C)cc(C)c1)=N\NC(=O)c1ccccn1
22: CCCNCC(O)Cn1c2ccccc2n2c(=O)cc(C)c(C#N)c12 (stereo not given)
23: Clc1ccc(SCCN2CCNCC2)cc1
24: COc1ccc(-c2csc(NC(=O)COC(=O)c3ccco3)n2)cc1
25: COc1ccc(-c2ccc(SCC(=O)Nc3cc(C)on3)nn2)cc1OC
26: CCOc1ccc2nc(NC(=O)CS(=O)(=O)c3ccc(C)cc3)sc2c1
27: COc1ccc(NC(=O)N2CC(C)OC(C)C2)cc1OC (stereo not given)
28: C/C(CCN1CCCCc2nc(C)c(C)cc21)=N\O[C@@H](C)CN1CCCCc2nc(C)c(C)cc21
29: c1ccc(CN2C3=NCCN3c3ccccc32)cc1
30: O=C(CN1C(=O)CSC1=O)Nc1ccc2c(c1)OCCO2
31: CN(C)S(=O)(=O)c1cccc(NC(=O)CCc2c[nH]c3ccccc23)c1
32: CS(=O)(=O)N1CCN(c2ccc(C(=O)NC3C4CC5CC(C4)CC3C5)cc2[N+](=O)[O-])CC1 (stereo not given)
compound no. | 21 | 22 | 23 | 24 | 25 | 26 | 27 | 28 | 29 | 30 | 31 | 32
OX1R antag-1 | 8 | 13 | 7 | 15 | 15 | 35 | 7 | 21 | 5 | 9 | 21 | -4
OX1R antag-2 | 5 | -6 | -13 | -15 | -15 | -17 | -15 | -33 | -6 | -4 | 7 | -16
STK33 inh | 1.2 | 2.6 | 2.0 | 0.4 | -0.1 | 2.6 | -0.4 | -1.3 | -1.4 | -0.2 | 0.3 | -1.7

33: Cc1onc(-c2c(F)cccc2Cl)c1C(=O)NC(=S)NCc1cccnc1
34: CCCCC[n+]1ccn(C2=C([O-])c3ccccc3C(=O)/C2=N\S(=O)(=O)c2ccc(Br)cc2)c1
35: COc1cc2c(cc1OC)C(C)N(C(=O)Cn1ncc3c1-c1ccccc1OC3)CC2 (stereo not given)
36: O=c1c2cn[nH]c2nc(SCc2c(F)cccc2F)n1-c1ccc(Cl)cc1
37: O=c1c2c(nc3cc(-c4ccc(F)cc4)[nH]n13)CCCC2
38: CCOc1ccc(NC(=O)N(C2CCCC2)C2CCN(C(C)=O)CC2)cc1
39: COc1ccc(Cc2nnc(NC(=O)Cn3cnc4c3c(=O)n(C)c(=O)n4C)s2)cc1
40: CCN1CCN(c2ccc(S(=O)(=O)N3CCCCC3)cc2NC(=O)/C=C/c2ccc(F)cc2)CC1
compound no. | 33 | 34 | 35 | 36 | 37 | 38 | 39 | 40
OX1R antag-1 | 11 | 14 | 5 | 13 | 30 | 0 | 22 | 7
OX1R antag-2 | -22 | -37 | -11 | -21 | -5 | -16 | -17 | -29
STK33 inh | -4.6 | 0.3 | 0.4 | 0.7 | -1.0 | -1.0 | -0.2 | -1.1

41: O=C(COC(=O)/C=C/c1cccc(Br)c1)NCc1ccco1
42: Cc1ccc2cc(CN(C(=O)c3ccncc3)C(C)C)c(=O)[nH]c2c1
43: CCOc1ccc(-c2nc(N)ncc2Oc2ccc(OC)cc2)c(O)c1
44: O=C(N/N=C/c1sc(N2CCOCC2)nc1-c1ccccc1)c1ccccc1O
45: Cc1ccc(NC(=O)CCc2ccc(C)o2)c(C)c1
46: CC1=NNC(=O)C1C(c1ccc(F)cc1)C(C#N)C#N (stereo not given)
47: COc1cc2c(cc1OC)C(Cc1ccc(O)cc1)N(C)CC2 (stereo not given)
48: COc1ccc(C(=O)NNC(=S)NC(=O)c2ccc(OC)cc2)cc1
compound no. | 41 | 42 | 43 | 44 | 45 | 46 | 47 | 48
OX1R antag-1 | 22 | 17 | 6 | 21 | 15 | 15 | 6 | 7
OX1R antag-2 | -13 | -15 | -12 | -12 | -21 | 5 | -11 | 23
STK33 inh | -0.3 | 0.7 | -0.6 | -2.7 | 2.3 | 1.6 | -0.8 | -1.0

49: COc1ccc([C@H]2C(C(=O)O)=C[C@@H](C(C)(C)C)N2S(=O)(=O)c2ccccc2)cc1
50: CCCC(=O)Nc1ccccc1-c1nnn(CC(=O)Nc2ccc(OCC)cc2)n1
51: COc1cc(C(=O)COC(=O)c2ccc([N+](=O)[O-])o2)cc(OC)c1OC
52: COc1ccc(OC(C)C(=O)N2CCOCC2)cc1 (stereo not given)
53: O=C1c2ccccc2C(Nc2ccc(-c3nc4ccccc4[nH]3)cc2)N1Cc1ccco1 (stereo not given)
54: CCC(=O)NNc1cc(=O)c2c(=O)n(C)c(=O)n(C)c2[nH]1
55: C=C(C)COc1ccc(-c2ncncc2-c2ccc(Cl)cc2)c(O)c1
56: O=C(Nc1ccc(S(=O)(=O)N2CCCC2)cc1)c1cccnc1Cl
compound no. | 49 | 50 | 51 | 52 | 53 | 54 | 55 | 56
OX1R antag-1 | 8 | 19 | 34 | 16 | 14 | 13 | 13 | 2
OX1R antag-2 | 6 | -12 | -17 | -18 | -23 | -10 | -44 | 1
STK33 inh | -1.3 | -2.1 | -1.4 | 0.0 | -0.8 | 0.3 | 1.8 | 0.1

57: Cc1cc(F)ccc1S(=O)(=O)N(C(=O)c1ccncc1)c1ccc(OC(=O)c2ccncc2)cc1
58: S=C(N/N=C1\CCc2ccccc21)NC1CCCCC1
59: CCc1ccc(C(=O)NNC(=O)c2c(CC)noc2C)cc1
60: O=C(O)Cn1nnnc1SCC(=O)Nc1ccc(F)cc1F
61: O=C(COC(=O)CCC(=O)c1ccc(F)cc1)Nc1cccc(S(=O)(=O)N2CCOCC2)c1
62: O=C(COC(=O)/C=C/c1ccc2c(c1)OCO2)NCc1ccccc1
63: O=C(COC(=O)CCc1nc2ccccc2c(=O)[nH]1)Nc1ccccc1
64: CCOC(=O)CCCNC(=O)CSc1nc2ccc(OCC)cc2[nH]1
compound no. | 57 | 58 | 59 | 60 | 61 | 62 | 63 | 64
OX1R antag-1 | 13 | 10 | 9 | 16 | 22 | 0 | 4 | -11
OX1R antag-2 | -9 | -23 | -4 | 12 | -8 | -13 | -1 | -16
STK33 inh | -1.8 | -0.5 | -0.7 | -1.0 | -0.9 | 0.0 | -2.5 | -0.3

65: O=C(CCNC(=O)c1ccccc1Cl)Nc1ccccc1N1CCCC1
66: Cc1ccc(NC(=O)C(=O)NCCCN2CCOCC2)c(C)c1
67: CCOc1ccc(NC(=O)CS(=O)CC(=O)N(CC(=O)NC(C)(C)C)C2CCCC2)cc1 (stereo not given)
68: Cc1ccc(C)c(S(=O)(=O)N(C)C2(C)CCS(=O)(=O)C2)c1 (stereo not given)
69: COc1ccc2[nH]c(C)c(CCNC(=S)Nc3ccccc3C)c2c1
70: Cc1ccc2[nH]c(=O)c(CN(Cc3cccs3)C(=S)NCC3CCCO3)cc2c1 (stereo not given)
71: C=CCCN(Cc1ccccc1)S(=O)(=O)c1cc(Br)ccc1Br
72: CN(Cc1ccccc1)C(=O)Cn1c(=O)oc2cc(S(=O)(=O)N3CCCC3)ccc21
compound no. | 65 | 66 | 67 | 68 | 69 | 70 | 71 | 72
OX1R antag-1 | -11 | 4 | 20 | 7 | 19 | 15 | 6 | 14
OX1R antag-2 | -18 | -10 | -8 | -13 | -21 | -21 | 15 | -14
STK33 inh | -0.6 | -2.5 | -0.6 | -1.7 | 1.3 | -0.5 | 0.2 | -0.9

73: CCN(C(=S)Nc1cccnc1)c1ccccc1
74: CCC1CCc2sc(C(=O)NCC(c3ccccc3OC)N3CCCC3)cc2C1 (stereo not given)
75: Cc1ccc(N2C(=O)N(CC(=O)Nc3ccc(F)c(F)c3)C(=O)C2C)cc1 (stereo not given)
76: CCOC(=O)c1ccc(NC(=O)CNC(=O)C23CC4CC(CC(C4)C2)C3)cc1
77: O=C(Nc1cccc2ncccc12)c1cc([N+](=O)[O-])ccc1Cl
78: COc1ccccc1Nc1nc(Cl)c(C=O)s1
79: O=C(NCc1ccccc1Cl)C1CCN(S(=O)(=O)N2CCOCC2)CC1
80: Cc1cccn2c(=O)c(/C=N/O)c(N3CCCCC3)nc12
compound no. | 73 | 74 | 75 | 76 | 77 | 78 | 79 | 80
OX1R antag-1 | 5 | 8 | 12 | 10 | 10 | 10 | 17 | 8
OX1R antag-2 | 5 | -30 | -20 | -21 | -13 | 14 | -15 | 0
STK33 inh | -0.2 | 0.6 | -0.6 | 0.0 | 0.3 | -1.5 | -2.0 | -0.5

81: O=C(NNC(=O)c1cc2ccccc2cc1O)Nc1ccc(F)cc1F
82: CCCn1c(COc2ccccc2)nc2ccccc21
83: Cc1ccc2c(COC(=O)c3ccccc3Br)cc(=O)oc2c1
84: CC1(C)CC(=O)c2sc(NC(=O)CCS(=O)(=O)c3ccccc3)nc2C1
85: C=CCN1C(=O)CN=C1Nc1ccc(F)cc1
86: O=C(NC1CCCc2ccccc21)c1ccccc1Br (stereo not given)
87: CCOc1ccc(NC(=O)C(C)Sc2nccn2C)cc1 (stereo not given)
88: O=C(/C=C/c1ccccc1)N1CCC(Cc2ccccc2)CC1
compound no. | 81 | 82 | 83 | 84 | 85 | 86 | 87 | 88
OX1R antag-1 | 3 | 26 | 14 | -9 | -3 | 4 | 25 | 11
OX1R antag-2 | 3 | -31 | -12 | -9 | -11 | 2 | -7 | -10
STK33 inh | -0.5 | 0.5 | 0.2 | -0.3 | -0.8 | 0.6 | 0.2 | 0.1

Hits appear at their usual frequency; about 2.2% have a hit in one of these screens.
